# TEAD-YAP inh = TEAD-YAP interaction inhibition; HEK-TIYL cells, TEAD-Gal4/YAP UAS-luciferase luminescence; inhibition, % at 9.12 µM; hit rate 1.4% among 640,000; AID 1259422; in the data active = inhibition above about 32%;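 also: 0% = median of test compound wells and 100% = reference inhibitor wells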
# FBW7 act = human FBW7 E3 ligase activation, primary screen | Q969H0 | AlphaScreen FBW7–phospho-cyclin E peptide binding, activator screen | normalized activity (activation), % at 26.1 µM | hit rate 0.13% among 650,000 | AID 1259310; in the data active = normalized activity above about 1.9%;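 also: purified mutant Fbw7 with reduced substrate affinity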
# Target sequence (Q969H0 whole entry, looked up): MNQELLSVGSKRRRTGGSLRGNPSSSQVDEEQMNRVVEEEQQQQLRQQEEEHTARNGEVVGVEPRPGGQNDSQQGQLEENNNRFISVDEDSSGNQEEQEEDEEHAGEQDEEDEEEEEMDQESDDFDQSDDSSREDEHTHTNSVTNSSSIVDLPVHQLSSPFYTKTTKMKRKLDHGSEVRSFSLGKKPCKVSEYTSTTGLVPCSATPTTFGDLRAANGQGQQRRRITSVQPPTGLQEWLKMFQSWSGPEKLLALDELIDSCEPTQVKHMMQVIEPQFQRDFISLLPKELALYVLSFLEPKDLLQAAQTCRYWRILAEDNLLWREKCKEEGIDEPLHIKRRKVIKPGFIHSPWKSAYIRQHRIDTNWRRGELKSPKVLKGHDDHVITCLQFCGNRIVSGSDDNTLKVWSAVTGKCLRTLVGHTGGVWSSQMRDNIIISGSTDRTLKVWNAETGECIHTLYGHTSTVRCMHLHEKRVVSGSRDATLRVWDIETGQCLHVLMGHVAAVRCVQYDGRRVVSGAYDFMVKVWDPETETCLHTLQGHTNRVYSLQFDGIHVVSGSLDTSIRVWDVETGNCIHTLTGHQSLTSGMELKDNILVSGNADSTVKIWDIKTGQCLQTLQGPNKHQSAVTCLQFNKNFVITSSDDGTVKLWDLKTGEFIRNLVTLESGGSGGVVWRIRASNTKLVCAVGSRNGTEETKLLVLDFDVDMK
# GPR151 ag = human GPR151 activation | PathHunter beta-arrestin GPR151 cells, luminescence | hit rate 1% among 650,000 | Q8TDV0 | activation, % at 11.2 µM; in the data active = activation above about 4.9%;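 also: 0% = median of compound wells and 100% = cells with positive control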
# MITF inh = inhibitors of human MITF. hit rate 0.91% among 650,000. inhibition, % at 2.6 µM. AID 1259374. AlphaScreen MITF homodimerization, bead proximity signal. O75030; in the data active = inhibition above about 50%;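 also: 0% = vehicle wells with protein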
# * hit, by the source's call. This is a random part of the collection; 3.5% or so of the library scored in one or more.
# Abbreviations: A = TEAD-YAP inh; B = FBW7 act; C = GPR151 ag; D = MITF inh
(1) CCOc1ccc(N2C(=O)c3ccc(Oc4ccc(NC(=O)CSc5ccc(Cl)cc5)cc4)cc3C2=O)cc1
  A = -5	B = 0.1	C = 1.0	D = -2

(2) C/C(=N/NC(=O)c1cc(C2CC2)[nH]n1)c1ccc(Cl)s1
  A = -27	B = 0.0	C = 0.6	D = 18

(3) Nn1c(=O)[nH]c2c([nH]c3ccc(F)cc32)c1=O
  A = 2	B = -0.1	C = 0.5	D = 2

(4) C/C(=N\NC(=O)c1ccccc1O)c1ccc(Br)s1
  A = -47	B = -0.2	C = -0.3	D = -4

(5) O=C(CNC(=O)C(c1ccccc1)c1ccccc1)N/N=C/c1ccc(O)cc1O
  A = 22	B = -0.2	C = -0.2	D = 10

(6) O=C(CSc1nnc(-c2cccc(Br)c2)n1-c1ccccc1)Nc1ccccc1F
  A = -13	B = -0.1	C = 1.2	D = 5

(7) CN(C(=O)CCNC(=O)Cn1cnc2ccccc2c1=O)c1ccccc1F
  A = 7	B = 0.0	C = -0.6	D = -2

(8) O=S(=O)(c1ccc2nc(-c3ccco3)c(-c3ccco3)nc2c1)N1CCOCC1
  A = 1	B = -0.7	C = -0.6	D = 16

(9) COc1ccc(C(=O)N2CCN(c3ccc([N+](=O)[O-])c(NCc4ccco4)c3)CC2)cc1
  A = 5	B = 0.2	C = -2.5	D = 15

(10) CCc1ccc(C(=O)N2CCN3C(=O)[C@H](CC(C)C)N(C)C(=O)[C@H]3C2)cc1
  A = 5	B = -0.3	C = -1.7	D = -19

(11) COc1cc(C(=O)Nc2nnc(SC)s2)cc(OC)c1OC
  A = 6	B = 0.0	C = 2.1	D = 5

(12) CCC(C)NC(=O)CSc1nc2n[nH]c(C)c2c(=N)n1-c1cccc(C)c1 (centres undefined)
  A = -1	B = -0.1	C = 1.3	D = 4

(13) COc1ccccc1-c1nc2c3c4c(sc3ncn2n1)CCCC4
  A = 0	B = -0.1	C = -0.6	D = 11

(14) CC(C)(C)C(=O)Nc1c(C(N)=O)oc2ccccc12
  A = -6	B = 0.2	C = -1.7	D = 3

(15) C[C@@H]1CN(Cc2ccc3c(c2)CN(C(=O)c2nc4ncccn4n2)CCO3)C[C@H](C)O1
  A = 9	B = -0.2	C = 1.3	D = 18

# (next part)
# Abbreviations: A = TEAD-YAP inh; B = FBW7 act; C = GPR151 ag; D = MITF inh
(16) C=CCOC(=O)CCC(=O)Nc1cc(OC)nc(OC)n1
  A = 6	B = 0.8	C = -1.1	D = 11

(17) COc1ccc(C(=O)NC(=S)NCCO)cc1Br
  A = -6	B = -0.1	C = 0.5	D = 12

(18) COc1ccc([N+](=O)[O-])cc1NC(=O)c1cccc(Br)c1
  A = 4	B = -0.1	C = -0.9	D = 6

(19) COc1cc(/C=C2/SC(=S)N(CC(=O)O)C2=O)ccc1OCC#N
  A = 4	B = 0.0	C = 0.1	D = 18

(20) CCN1C(=O)NC(c2cccnc2)C(C(=O)OC)=C1C (centres undefined)
  A = 7	B = 0.6	C = 1.3	D = 10

(21) O=C(c1ccco1)N1CCN(C(=O)C2c3ccccc3Oc3ccccc32)CC1
  A = -3	B = 0.1	C = -0.6	D = 15

(22) COc1cc(/C=C\C(=O)Nc2c3c(nn2-c2ccc(F)cc2)CS(=O)(=O)C3)cc(OC)c1OC
  A = -11	B = -0.2	C = -1.0	D = -10

(23) O=C(N/N=C\C=C\c1ccccc1)c1ccccn1
  A = -27	B = -0.7	C = 8.9*	D = 9

(24) O=C(COc1ccc(Cl)cc1)NCCc1ccccc1
  A = -10	B = 0.0	C = -0.8	D = 0

(25) O=C(CSc1nnc(NC2CCCCC2)s1)c1ccccc1
  A = -15	B = -0.1	C = 1.8	D = -2

(26) O=[N+]([O-])c1cccc(NC(=S)N2CCOCC2)c1
  A = 4	B = -0.1	C = 0.0	D = -10

(27) CC(=O)Nc1nc(-c2ccccc2)cc(-c2ccco2)c1C#N
  A = 12	B = -0.3	C = 1.0	D = 11

(28) CC(=O)c1cccc(Nc2nc(-c3ccncc3)cs2)c1
  A = -45	B = 0.0	C = -1.0	D = 8

(29) Cc1ccccc1CN1CCN2C(=O)[C@@H](Cc3ccccc3)NC(=O)[C@H]2C1
  A = 6	B = -0.1	C = -0.3	D = 16

(30) CC(=O)Nc1cccc(-c2cn3c(NC(=O)c4ccco4)c(C)nc3cn2)c1
  A = 6	B = 0.5	C = -0.7	D = 14

# (further entries)
# Abbreviations: A = TEAD-YAP inh; B = FBW7 act; C = GPR151 ag; D = MITF inh
(31) COC(=O)/C(C#N)=C\c1ccc(OC)cc1
  A = -4	B = -0.1	C = 0.1	D = 2

(32) CC(=O)NC(Cc1ccc(F)cc1)C(=O)OC(C)C (centres undefined)
  A = -7	B = 0.1	C = 0.6	D = 11

(33) O=C(O)CNC(=O)/C(=C/c1ccc([N+](=O)[O-])cc1)NC(=O)c1ccc(Br)o1
  A = 9	B = -0.1	C = 1.9	D = 6

(34) COc1cc(NC(=O)c2cccc(-c3cccs3)c2)cc(OC)c1OC
  A = -5	B = 0.0	C = 3.8	D = 23

(35) COc1ccc(NC(=O)c2c(-c3ccccc3Cl)noc2C)cc1
  A = -6	B = 0.1	C = 1.9	D = -8

(36) O=C(CN1CCN(c2ccc(F)cc2)CC1)Nc1cc(C(F)(F)F)ccc1Cl
  A = 11	B = -0.1	C = -0.3	D = 0

(37) O=C(O)C1C2C=CC(C3CC23)C1C(=O)N1CCc2ccccc21 (centres undefined)
  A = 6	B = -0.1	C = 0.8	D = -4

(38) O=C(N[C@H]1C[C@H]2C(=O)N[C@H](CO)C(=O)N2C1)c1ccc(C(F)(F)F)cc1
  A = -9	B = -0.1	C = -1.1	D = -1

(39) COCCNC(=O)Cn1cc(/C=C(\C#N)C(=O)NCc2cccs2)c2ccccc21
  A = 1	B = 0.0	C = -0.2	D = 9

(40) COC(=O)c1c(NC(=O)c2cccc([N+](=O)[O-])c2C)sc2c1CCC2
  A = -2	B = 0.0	C = -0.7	D = -6

(41) CC1CCCCC1NC(=O)C1CCCN(S(C)(=O)=O)C1 (centres undefined)
  A = 9	B = 0.6	C = -1.2	D = 2

(42) COc1ccc(-c2nnc(/C=C/c3ccccc3)o2)cc1
  A = -38	B = -0.2	C = -0.4	D = 6

(43) CCN1C(=O)C(=O)N(CC(=O)Nc2ccc3c(c2)OCCO3)C1=O
  A = -1	B = 0.8	C = 1.2	D = 4

(44) Cn1c(N)c(C(=O)COC(=O)c2cc(=O)[nH]c(=O)[nH]2)c(=O)n(C)c1=O
  A = 5	B = -0.1	C = -0.7	D = 1

(45) COc1ccc(C(=O)NNC(=O)c2cccnc2)cc1
  A = -8	B = -0.1	C = -0.5	D = -8

# Continuation:
# Abbreviations: A = TEAD-YAP inh; B = FBW7 act; C = GPR151 ag; D = MITF inh
(46) CC(C)(C)n1nc2c(c1NC(=O)c1cc3ccccc3o1)CSC2
  A = 7	B = 0.0	C = 0.8	D = 0

(47) Cc1ccc(/C=C2\CC/C(=C\c3ccc(C)o3)C2=O)o1
  A = 9	B = -0.2	C = -1.1	D = 58*

(48) CCCNC(=O)c1cccc(-c2c(C)nn(C)c2C)n1
  A = -5	B = 0.0	C = -1.7	D = -23

(49) COCCn1nnnc1C(c1cc2cc3c(cc2[nH]c1=O)OCCO3)N1CCOCC1 (centres undefined)
  A = 0	B = 0.1	C = -0.4	D = 23

(50) COc1ccc(CCNc2nc(-c3ccc(C(N)=O)cc3)nc3nc[nH]c23)cc1
  A = 9	B = -0.1	C = 0.1	D = 7

(51) Cc1ccccc1S(=O)Cc1ccc(C(=O)N2CCN(c3ccccn3)CC2)o1 (centres undefined)
  A = 42*	B = 0.1	C = 1.0	D = 15

(52) N#C/C(=C\Nc1ccc(C(N)=O)cc1)c1nc(-c2ccc([N+](=O)[O-])cc2)cs1
  A = -5	B = 0.0	C = -0.3	D = -5

(53) O=C(NCCc1ccccc1)c1ncoc1-c1cccs1
  A = -47	B = -0.2	C = 0.1	D = -13

(54) N=C1C(c2nc3ccccc3s2)=C(O)CN1C1CCCCCC1
  A = -28	B = 0.0	C = -0.5	D = 5

(55) CC1=C(C(=O)N2CCc3c([nH]c4ccccc34)C2c2ccccc2F)OCCO1 (centres undefined)
  A = -7	B = -0.1	C = -0.8	D = -5

(56) COc1cc(C2NC(=O)NC(c3ccccc3)=C2C(C)=O)ccc1OCC(=O)O (centres undefined)
  A = 6	B = 0.0	C = -1.1	D = 12

(57) O=[N+]([O-])c1ccc2[nH]c(O)c(C=NCc3ccccc3)c2c1
  A = 2	B = 0.0	C = -0.1	D = 14

(58) Cc1ccc(S(=O)(=O)N2CCN(c3ccc(F)cc3)CC2)c(C)c1
  A = 3	B = 0.0	C = 0.7	D = 5

(59) Cc1cc(C)c(NC(=O)CSc2nc3ccccc3c(=O)n2-c2ccccc2)c(C)c1
  A = -6	B = 0.3	C = -0.4	D = 13

(60) O=C(CSc1nnc2n(C3CCCC3)c(=O)c3ccccc3n12)NCc1cccs1
  A = -3	B = -0.1	C = 0.9	D = 2

# (cont.)
# Abbreviations: A = TEAD-YAP inh; B = FBW7 act; C = GPR151 ag; D = MITF inh
(61) CNCCCOc1cccc(C(C)C)c1
  A = 0	B = 0.1	C = 0.1	D = 29

(62) Cc1onc(-c2ccccc2)c1CNS(=O)(=O)c1ccc2c(c1)OCCN2C
  A = 4	B = 0.0	C = 2.9	D = -4

(63) Cc1ccc(CN2C(=O)CSc3ccc(NC(=O)Nc4cc(C)on4)cc32)cc1
  A = 1	B = -0.3	C = 2.5	D = 3

(64) OCCSc1nc2ccccc2n1CCOc1ccccc1
  A = -14	B = 0.2	C = 1.3	D = 15

(65) COc1cc2c(cc1OC)CN(S(=O)(=O)c1ccc3c(c1)CCC(C)(C)O3)CC2
  A = -1	B = -0.4	C = 0.2	D = 8

(66) COc1ccc(-n2cc(-c3ccccc3)c3c(SCc4ccc(F)cc4)ncnc32)cc1
  A = -1	B = 0.0	C = 1.0	D = 1

(67) Cc1nn(C2CCS(=O)(=O)C2)c(Cl)c1CNCc1ccccc1 (centres undefined)
  A = 2	B = 0.0	C = 2.0	D = 58*

(68) O=C(Nc1cccnc1)c1ccc(SCC(O)c2ccc(Br)cc2)cc1 (centres undefined)
  A = -7	B = 1.0	C = -0.1	D = 20

(69) Cc1cc(C)nc(SCC(=O)Nc2nc3ccc([N+](=O)[O-])cc3s2)n1
  A = 5	B = 0.0	C = 0.0	D = 0

(70) CCc1ccc(-n2c(=S)sc3c(=O)n(-c4ccccc4OC)c(SCc4cccnc4)nc32)cc1
  A = 6	B = -0.2	C = -0.5	D = 2

(71) O=C(NCc1ccccc1Cl)C1CCC(CNc2c(N3CCCC3)c(=O)c2=O)CC1 (centres undefined)
  A = 3	B = 0.2	C = -1.0	D = 9

(72) CCOc1ccc(-n2c(=S)sc3c(=O)[nH]c(SCC(=O)C(C)(C)C)nc32)cc1
  A = 0	B = 0.0	C = 0.7	D = 2

(73) Cc1ccccc1NC(=O)c1sc2[nH]c(=O)c(C(=O)O)cc2c1N
  A = -8	B = 0.0	C = -0.3	D = -6

(74) CCOc1ccc(S(=O)(=O)N2CCN(c3c(C)cccc3C)CC2)cc1
  A = -4	B = 0.2	C = -0.5	D = -1

(75) O=C(Nc1nc(-c2ccccc2)cs1)C1CCCO1 (centres undefined)
  A = -35	B = 0.0	C = 0.7	D = 9

# Later entries:
# Abbreviations: A = TEAD-YAP inh; B = FBW7 act; C = GPR151 ag; D = MITF inh
(76) O=[N+]([O-])c1ccc(-n2cccc2C=NCCCO)cc1
  A = 15	B = 0.8	C = 0.1	D = 3

(77) O=C(O)c1cccc2c1-c1ccccc1/C2=N/O
  A = 3	B = -0.1	C = -2.0	D = 8

(78) Cc1c(Cl)cccc1N1CC(c2nc3ccccc3[nH]2)CC1=O (centres undefined)
  A = 8	B = 0.0	C = 5.6*	D = -2

(79) O=C(CCc1ccccc1)NC1(C(F)(F)F)NC(=O)N(Cc2ccco2)C1=O (centres undefined)
  A = 6	B = 0.1	C = 1.8	D = 3

(80) CC(C)n1cnc2c(NCCc3ccc(O)cc3)nc(-c3ccc(C(=O)NC4CC4)cc3)nc21
  A = 25	B = 0.6	C = -1.3	D = 14

(81) COc1ccc(C2/C(=C(/O)c3ccc(F)cc3)C(=O)C(=O)N2CCCN(C)C)cc1 (centres undefined)
  A = -2	B = 0.0	C = 0.4	D = 5

(82) CC1CCN(Cn2cnn(CN3CCC(C)CC3)c2=S)CC1
  A = 6	B = 0.3	C = 0.2	D = -2

(83) Cn1c(=O)c2cc(C(=O)O)sc2c2ccccc21
  A = -14	B = 0.0	C = -0.3	D = -12

# Screening results (PubChem)
